Source: PubChem
CHOP UPR activ – activators of apoptotic CHOP UPR arm, primary screen, cell-based, CHO-CHOP luciferase reporter, luminescence, uHTS; UPR activation; percent of tunicamycin response over DMSO baseline; activation, % at 10 µM; 330,000 compounds, 0.34% hits; AID 449763, 2010;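 active means at 10 µM dose, activation of 40% or more, normalized to positive control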;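 further: 100% = tunicamycin at 10 µg/mL and 0% = DMSO alone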
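Assay system: CHO cells with stable CHOP pathway luciferase reporter; Buffer or medium: F12 plus 10% serum; Times: 16-18 h cell attachment, then 6 h compound exposure, 37 °C; Signal: luciferase luminescence; Read-out basis: percent activation relative to tunicamycin control; Control set: tunicamycin high control, DMSO low control.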
XBP1 UPR activ – activators of adaptive XBP1 UPR arm, primary screen, cell-based, CHO-XBP1 luciferase reporter, luminescence, uHTS; activation, % at 20 µM; IRE1-XBP1 UPR activation; percent of tunicamycin response, DMSO as zero; 330,000 compounds, 0.33% hits;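 active means versus positive control, 20 µM dose yields 30% or more activation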;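 further: 100% = tunicamycin at 10 µg/mL and 0% = DMSO only wells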
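Material: IRE1-XBP1 luciferase reporter CHO line / Quantity: one thousand reporter cells per well / Buffer or medium: F12 with 10% serum / Compound: 20 µM single concentration, DMSO 1% / Times: 6 h treatment, 37 °C / Detection: Steady-Glo luciferase glow luminescence, 10 min after reagent addition / Benchmarks: tunicamycin high, DMSO low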
Jurkat NFkB inh – inhibitors of induced NF-kB luciferase reporter, primary screen, TCR NF-kB activation inhibitor project, cell-based, luminescence, uHTS; Jurkat, PMA/ionomycin-induced NF-kB luciferase reporter; inhibition, % at 4 µM; 330,000 compounds, 0.53% hits; AID 435003, 2010; in the data active means inhibition above about 50%
697 NFkB inh – inhibitors of PMA/ionomycin-induced NF-kB reporter, 697 cells, primary screen, B-cell NF-kB inhibitor project, cell-based, luminescence, uHTS. AID 435022, 2010. 697 B-cell NF-kB luciferase reporter, 16 h. 330,000 compounds, 0.33% hits. inhibition, % at 4 µM; in the data active means inhibition above about 35%
Mdm2 MdmX PPI – inhibitors of human Mdm2-MdmX association, primary screen, cell-based, luminescence, split luciferase, SaOS-2, uHTS; inhibition, % at 8 µM; 330,000 compounds, 3% hits; SaOS-2 split-luciferase Mdm2/MdmX complementation;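 active means inhibition of at least 50% at 8 µM in the primary screen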
Gli-Sufu antag – Gli-Sufu pathway antagonists, primary screen, luciferase luminescence, Sufu-KO-LIGHT cells, uHTS; 340,000 compounds, 0.74% hits; AID 588413, 2011; inhibition, % at 5 µM; Sufu-KO-LIGHT fibroblasts, Gli luciferase reporter luminescence;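 active means inhibition above about 55%, limit read from the data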;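 further: 0% = DMSO-treated cells and 100% = wells with medium but no cells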
EBI2 antag – EBI2 receptor antagonists, beta-arrestin recruitment, primary screen, cell-based, luminescence, 7a,25-OHC stimulation, uHTS; G-protein coupled receptor 183 (Homo sapiens), P32249; 7a,25-OHC stimulated; inhibition, % at 5 µM; 360,000 compounds, 0.81% hits; in the data active means inhibition above about 38%;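 further: enzyme fragment complementation signal reports receptor beta-arrestin coupling in cells; 0% = agonist plus DMSO wells and 100% = wells without agonist; some results beyond the cut were filed as inactive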
Target sequence (P32249 whole entry, looked up, the tested form may be a part): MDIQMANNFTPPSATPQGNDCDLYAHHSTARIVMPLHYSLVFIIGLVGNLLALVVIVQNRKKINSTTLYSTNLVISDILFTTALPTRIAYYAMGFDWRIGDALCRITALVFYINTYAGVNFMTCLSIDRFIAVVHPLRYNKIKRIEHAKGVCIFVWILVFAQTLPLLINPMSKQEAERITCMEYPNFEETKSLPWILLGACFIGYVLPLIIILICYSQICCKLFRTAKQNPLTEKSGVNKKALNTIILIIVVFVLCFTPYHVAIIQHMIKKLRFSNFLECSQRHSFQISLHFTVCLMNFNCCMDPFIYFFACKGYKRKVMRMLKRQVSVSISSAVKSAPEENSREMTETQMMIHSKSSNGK
CCR6 antagonist – CCR6 receptor antagonists, primary screen, cell-based, CHO-K1, luminescence, beta-arrestin, uHTS; 340,000 compounds, 0.49% hits; C-C chemokine receptor type 6 (Homo sapiens), P51684; AID 493098, 2011; inhibition, % at 20 µM; CHO-K1 CCR6 PathHunter beta-arrestin, CCL20-stimulated;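 active means compounds whose inhibition of the agonist-driven luminescence signal at 20 µM reaches about 50%, limit read from the data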;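 further: cells stimulated with CCL20 at 14 nM final; plate controls were DMSO with CCL20 for no effect and DMSO without agonist for full effect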
Target sequence (P51684 whole entry, looked up): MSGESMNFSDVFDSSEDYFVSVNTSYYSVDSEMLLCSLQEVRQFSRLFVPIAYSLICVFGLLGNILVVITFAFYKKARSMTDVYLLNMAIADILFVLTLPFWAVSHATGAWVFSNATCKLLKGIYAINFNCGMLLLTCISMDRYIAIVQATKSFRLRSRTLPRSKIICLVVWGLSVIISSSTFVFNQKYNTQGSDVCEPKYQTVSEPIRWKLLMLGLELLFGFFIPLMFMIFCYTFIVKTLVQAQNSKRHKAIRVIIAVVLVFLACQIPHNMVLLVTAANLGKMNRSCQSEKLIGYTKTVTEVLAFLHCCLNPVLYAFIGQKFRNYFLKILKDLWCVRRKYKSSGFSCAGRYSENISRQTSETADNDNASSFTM
CXCR6 inh – CXCR6 receptor inhibitors, primary screen, cell-based, beta-arrestin, luminescence, CHO-K1 PathHunter, 1536-well; 360,000 compounds, 0.36% hits; AID 602244, 2012; inhibition, % at 20 µM; C-X-C chemokine receptor type 6 (Homo sapiens), O00574; in the data active means inhibition above about 34%, passing the limit was not always enough;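 further: antagonist mode with CXCL16 agonist at 10 nM final; 0% = 10 nM CXCL16 with DMSO and 100% = unstimulated wells without agonist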
Target sequence (O00574 whole entry, looked up): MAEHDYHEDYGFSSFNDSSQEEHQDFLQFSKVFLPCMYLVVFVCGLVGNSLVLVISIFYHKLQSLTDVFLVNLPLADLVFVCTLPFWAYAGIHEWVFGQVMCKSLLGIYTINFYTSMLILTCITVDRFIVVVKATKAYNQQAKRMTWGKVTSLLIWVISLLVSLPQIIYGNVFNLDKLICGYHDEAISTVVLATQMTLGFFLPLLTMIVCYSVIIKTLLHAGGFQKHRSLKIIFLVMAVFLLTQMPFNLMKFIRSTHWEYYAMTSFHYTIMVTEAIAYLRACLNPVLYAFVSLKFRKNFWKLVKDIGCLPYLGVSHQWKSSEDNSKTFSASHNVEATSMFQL
The depositor's hits bear a star; / = not tested or not shown.

Sequence of screens: Mdm2 MdmX PPI | CCR6 antagonist | CHOP UPR activ | EBI2 antag | Gli-Sufu antag | 697 NFkB inh | Jurkat NFkB inh | XBP1 UPR activ | CXCR6 inh
Cc1nc(C)c(C(=O)C2=C(O)C(=O)N(CCN3CCOCC3)C2c2cccs2)s1 (stereo unspecified)
  3 | 5 | -1.7 | -6 | 5 | 4 | 2 | 0 | -1
CCN=C1SC(C(=O)Nc2ccc(OCC)cc2)CC(=O)N1CC (stereo unspecified)
  -25 | 5 | 0.5 | 2 | 1 | 8 | 19 | 0 | -8
COCCNC(=O)/C(C#N)=C/c1ccc2c(c1)OCO2
  15 | 5 | 1.7 | -4 | 6 | 19 | 22 | 1 | -1
COc1ccc(CNC(=O)C(c2cccc(C)c2)N(C(=O)c2csnn2)C2CC2)cc1 (stereo unspecified)
  -15 | -13 | 0.4 | 1 | -18 | 7 | -14 | 2 | -11
O=C1CCC2(CC1)NC(=O)N(c1ccccc1)N2
  5 | -8 | -0.9 | 4 | -1 | 15 | 8 | -2 | -8
CN(CC(=O)Nc1c(Cl)cccc1Cl)C(=O)c1cc(S(=O)(=O)N(C)C)ccc1N1CCCC1
  14 | 8 | -1.0 | 3 | -10 | 12 | -4 | -2 | 0
COc1ccc(C(=O)NCC(=O)NCc2ccncc2)cc1
  4 | -2 | -0.7 | -1 | 6 | 4 | -6 | -1 | -5
CCOC(=O)c1c(NC(=O)Cc2cccs2)sc2c1CCCC2
  -3 | -8 | -1.8 | 12 | -13 | -5 | -6 | -5 | -35
O=C(/C=C/NNC(=O)c1ccc(Br)cc1)c1ccccc1
  23 | 27 | 2.2 | 15 | -2 | 3 | -14 | -3 | 10
N#CC1=C(N)SC(N)=C(C#N)C1c1cccc(Oc2ccccc2)c1
  20 | 14 | -0.3 | 14 | 50 | -3 | 28 | -3 | -2
CCNC(=O)CC1C(=O)N(c2cccc(OC)c2)C(=O)N1CCOC (stereo unspecified)
  23 | 24 | 1.6 | -10 | -12 | 1 | 6 | -2 | 2
CCOc1ncccc1C(=O)N(CCC(C)C)c1c(N)n(Cc2ccccc2)c(=O)[nH]c1=O
  4 | -3 | -2.2 | 1 | -5 | 7 | 3 | -2 | -6
COc1ccccc1CNC(=O)c1ccc2c(=O)n(CC3CCCO3)c(=S)[nH]c2c1 (stereo unspecified)
  15 | -3 | -0.9 | 2 | -11 | 15 | -1 | -1 | 9
O=C(Nc1nnc(C2CCCO2)s1)c1cccs1 (stereo unspecified)
  12 | -7 | 0.2 | 3 | -8 | -11 | -9 | 2 | 1
O=C(Nc1ccccc1)c1cccc(S(=O)(=O)NCc2ccco2)c1
  6 | 10 | 1.0 | 1 | 7 | -16 | 1 | -1 | -36

Three entries out of the list above, ordered by the value under CXCR6 inh, rising:
smiles | Mdm2 MdmX PPI | CCR6 antagonist | EBI2 antag | 697 NFkB inh | Jurkat NFkB inh | XBP1 UPR activ | CXCR6 inh
CCN=C1SC(C(=O)Nc2ccc(OCC)cc2)CC(=O)N1CC (stereo unspecified) | -25 | 5 | 2 | 8 | 19 | 0 | -8
CN(CC(=O)Nc1c(Cl)cccc1Cl)C(=O)c1cc(S(=O)(=O)N(C)C)ccc1N1CCCC1 | 14 | 8 | 3 | 12 | -4 | -2 | 0
CCNC(=O)CC1C(=O)N(c2cccc(OC)c2)C(=O)N1CCOC (stereo unspecified) | 23 | 24 | -10 | 1 | 6 | -2 | 2

(cont.)
Sequence of screens: Mdm2 MdmX PPI | CCR6 antagonist | CHOP UPR activ | EBI2 antag | Gli-Sufu antag | 697 NFkB inh | Jurkat NFkB inh | XBP1 UPR activ | CXCR6 inh
CCCCC(CC(O)COCCC)C(=O)NN (stereo unspecified)
  -10 | -3 | -1.1 | -14 | -7 | -11 | -11 | -1 | 0
O=C(c1cc(C2CC2)nn1-c1ccccc1)N1CCN(Cc2ccc(Cl)cc2)CC1
  12 | 14 | -0.3 | 4 | -4 | 7 | 11 | -3 | -8
O=C(COC(=O)c1ccc(O)cc1O)NC(=O)NCc1ccccc1
  7 | 2 | -0.2 | -7 | -4 | -5 | 8 | 2 | -15
Cc1ccc(O)c(/C=N/NC(=O)Cc2ccc(Cl)cc2)c1
  64* | 16 | 0.4 | -8 | -3 | 9 | 21 | 0 | -10
CSc1nc2ccc3nc(NC(=O)c4cccs4)sc3c2s1
  -75 | 9 | 3.8 | 1 | -55 | -140 | -44 | 11 | 1
CCOc1ccc(CCN2C(=O)C(=O)N([C@@H](CC(C)C)CN3CCC[C@@H]3CN3C(=O)C(=O)NC[C@@H]3Cc3ccccc3)C[C@@H]2Cc2ccc(O)cc2)cc1
  / | 14 | / | 4 | -12 | / | / | / | 6
Cc1onc(-c2ccccc2Cl)c1C(=O)N1C=CC(C(F)(F)F)=NCC1
  30 | 4 | 0.8 | -8 | 12 | 13 | 18 | -1 | 10
COc1ccc(NC(=O)CCCN2C(=O)C(c3ccccc3)Oc3cccnc32)cc1 (stereo unspecified)
  20 | 10 | -3.0 | -9 | 3 | 3 | 4 | -5 | 11
COc1cccc(CNC(=O)C2CCN(c3ncnc4c3nc3n4CCCCC3)CC2)c1
  3 | 18 | 0.5 | 7 | 13 | -2 | 20 | -2 | 2
CCCc1nc2ccccc2c(C(=O)OC2CCOC2=O)c1CC (stereo unspecified)
  2 | 2 | -2.3 | -6 | 13 | 30 | 3 | -4 | 3
CCC(C)[C@H](NC(=O)N1CCn2c1nc1ccccc12)C(=O)NCCc1ccccc1 (stereo partly specified)
  22 | -5 | 3.1 | 0 | -7 | -6 | -5 | 5 | 2
COc1ccccc1NS(=O)(=O)c1cccc(NC(=O)Nc2ccccc2)c1
  25 | 4 | 1.5 | 12 | 4 | 11 | -2 | -5 | -7
CCC1(c2ccc(OC)cc2)NC(=O)N(CC(=O)c2ccc3c(c2)OCCO3)C1=O (stereo unspecified)
  -13 | -2 | 1.7 | 10 | 6 | 11 | -1 | -3 | -1
COc1ccc(NC(=O)c2cc3n(n2)C(C(F)(F)F)CC(c2ccc(OC)cc2)N3)cc1 (stereo unspecified)
  23 | -8 | -2.2 | 6 | -3 | 19 | 8 | -2 | -2
COc1ccc(NS(=O)(=O)c2cc(C(=O)N3CCC3)ccc2C)cc1
  13 | -1 | -0.9 | -6 | -3 | 21 | -10 | 0 | 9
CC(NS(=O)(=O)c1ccc(Cl)c(Cl)c1)C(=O)OCC(=O)Nc1ccc2c(c1)OCO2 (stereo unspecified)
  5 | 7 | 2.0 | -10 | 4 | 20 | 8 | -3 | -4
NC(=O)CC[C@@H]1NC(=O)[C@@H]2CCCN2C(=O)c2cc([N+](=O)[O-])cc(F)c2NCCC[C@@H](C(N)=O)NC1=O
  -15 | -2 | -0.1 | 7 | -10 | 21 | 5 | -1 | -2
CN1NC(=O)CC1c1ccccc1 (stereo unspecified)
  / | 5 | / | -11 | 1 | / | / | / | 0
O=C1NC2(CCC3(CC2)OCCO3)NN1c1ccccc1
  4 | -3 | -0.3 | -4 | 3 | 17 | 23 | -1 | -2
O=C(COc1ccc(F)cc1Br)N1CCc2ccccc21
  -199 | 4 | 6.7 | 3 | -99 | -201 | -142 | 2 | 4
O=C(NNC(=O)c1ccco1)c1ccc(NS(=O)(=O)c2cccs2)cc1
  -8 | 6 | -0.4 | 2 | -3 | 9 | 4 | 2 | 2
Cc1cc(NC(=O)CSCC(=O)OC(C)C(=O)c2cc(C)c(C)cc2C)no1 (stereo unspecified)
  8 | 9 | -0.5 | 2 | 2 | 8 | 9 | 0 | -13
O=C(CSc1ncccn1)NCc1cccc(Cl)c1
  -4 | 14 | 3.9 | 2 | -24 | -2 | -16 | -1 | 6
C=CCOc1ccccc1CNCc1ccc(F)cc1
  5 | 9 | -2.0 | -3 | 9 | 25 | 6 | -1 | 10
COc1ccc(C(C)(C)C)cc1NC(=O)COC(=O)CSCc1c(C)noc1C
  -9 | 12 | 0.6 | -7 | 28 | -30 | -8 | 1 | 9
COc1ccc(N(C)C(=O)c2cnc(N3CCN(c4ncccn4)CC3)c3ccccc23)cc1
  40 | 2 | -2.7 | 10 | 9 | 5 | -10 | 1 | 0
C=CCNS(=O)(=O)c1cc2c3c(c1)CCN3C(=O)CC2
  38 | -3 | 0.9 | -8 | 1 | 11 | 1 | -1 | 5
CCC(CC)NCc1ccc(OC)cc1OC
  -8 | 2 | -0.9 | -3 | -4 | -26 | -16 | 2 | -2
COc1ccc2cnn(CCOc3ccccc3)c(=O)c2c1OC
  -25 | -4 | 3.6 | -1 | -58 | -166 | -140 | -3 | 4
CCC(c1nnnn1Cc1ccco1)N1CCN(C(=O)c2ccco2)CC1 (stereo unspecified)
  -11 | 5 | 0.9 | -8 | -2 | 16 | 15 | 2 | 0
O=C(c1ccc(Br)c([N+](=O)[O-])c1)N1CCN(Cc2ccccc2)CC1
  28 | 5 | 1.1 | 41 | -18 | -2 | 3 | -1 | -4
O=[N+]([O-])c1ccc(/C=N/Nc2nc(N3CCCC3)nc(N3CCCC3)n2)o1
  17 | 11 | -0.7 | -5 | -11 | 14 | 3 | -2 | 0
N=C1CCCN1c1ccccc1O
  7 | 14 | 1.1 | 3 | -3 | 21 | -6 | -1 | -4
COC(=O)C1=C(C)NC(=O)NC1c1ccc(-c2ccccc2Cl)o1 (stereo unspecified)
  12 | 1 | -1.6 | 0 | 5 | -22 | 4 | -2 | 1
O=c1c2ccccc2sc2ccc(C#CC3(O)CCCCC3)cc12
  94* | -9 | -9.8 | 6 | 83* | 40* | 44 | -8 | -7
Cc1cc(C(=O)Nc2ccccc2N2CCOCC2)c(C)o1
  12 | 7 | 1.3 | -9 | -3 | 1 | -2 | 1 | 4
O=C(CN1CCOCC1)Nc1ccc(Cl)cc1
  15 | 14 | 2.8 | -11 | 35 | 7 | -22 | 2 | 4
Cc1ccccc1OC(C)C(=O)Nc1ccc(S(=O)(=O)N2CCCC2)cc1 (stereo unspecified)
  -2 | 7 | -1.4 | -1 | 9 | 9 | 2 | -5 | -10
CCC1(CC)NC(=O)N(CC(=O)Nc2cccc3ccccc23)C1=O
  -8 | -2 | 0.6 | -1 | -5 | 15 | -5 | -1 | -2
Cc1occc1C(=O)Nc1cccc(Cl)c1Cl
  18 | 12 | 4.6 | 13 | 1 | -17 | -21 | -5 | -1

Single records, as listed above. Values in the order: Mdm2 MdmX PPI | CCR6 antagonist | CHOP UPR activ | EBI2 antag | Gli-Sufu antag | 697 NFkB inh | Jurkat NFkB inh | XBP1 UPR activ | CXCR6 inh
Entry for CN(CC(=O)Nc1c(Cl)cccc1Cl)C(=O)c1cc(S(=O)(=O)N(C)C)ccc1N1CCCC1 → 14 | 8 | -1.0 | 3 | -10 | 12 | -4 | -2 | 0
Entry for O=C1NC2(CCC3(CC2)OCCO3)NN1c1ccccc1 → 4 | -3 | -0.3 | -4 | 3 | 17 | 23 | -1 | -2
